TRPV1 agonist: agonists of human vanilloid receptor 1 (TRPV1) | TRPV1-expressing cells, Fluo-8 calcium influx, agonist mode | activation, % at 8.33 µM | 320,000 compounds, 0.19% hits | Q8NER1; in the data active = activation above about 80%; also: 0% is about no effect
Target sequence (Q8NER1 whole entry, looked up): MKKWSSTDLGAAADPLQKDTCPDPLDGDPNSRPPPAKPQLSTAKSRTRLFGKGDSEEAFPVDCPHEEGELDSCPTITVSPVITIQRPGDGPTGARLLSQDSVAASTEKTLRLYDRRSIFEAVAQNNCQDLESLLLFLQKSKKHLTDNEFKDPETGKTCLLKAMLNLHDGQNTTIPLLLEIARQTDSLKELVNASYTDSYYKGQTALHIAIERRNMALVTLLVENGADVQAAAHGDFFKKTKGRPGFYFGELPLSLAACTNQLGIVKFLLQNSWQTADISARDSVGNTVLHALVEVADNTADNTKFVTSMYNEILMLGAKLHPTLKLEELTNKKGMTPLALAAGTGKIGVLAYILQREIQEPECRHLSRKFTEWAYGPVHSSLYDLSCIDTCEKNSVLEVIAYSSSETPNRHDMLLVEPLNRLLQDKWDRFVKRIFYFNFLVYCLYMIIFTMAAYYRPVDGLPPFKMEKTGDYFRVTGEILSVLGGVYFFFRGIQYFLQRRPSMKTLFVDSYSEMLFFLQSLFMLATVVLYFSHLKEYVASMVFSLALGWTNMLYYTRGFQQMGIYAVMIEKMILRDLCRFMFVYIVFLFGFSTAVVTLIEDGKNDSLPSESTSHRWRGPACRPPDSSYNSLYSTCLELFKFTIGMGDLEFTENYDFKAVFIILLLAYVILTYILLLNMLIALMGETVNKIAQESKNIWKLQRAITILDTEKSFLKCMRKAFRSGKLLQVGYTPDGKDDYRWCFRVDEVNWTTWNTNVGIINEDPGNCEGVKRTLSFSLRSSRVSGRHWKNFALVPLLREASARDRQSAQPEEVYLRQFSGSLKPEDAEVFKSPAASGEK
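TRPV1-expressing cells were cultured overnight at 35.5C and loaded with Fluo-8 calcium dye for 40 to 90 min at room temperature. After a 10 s baseline, compound was added and calcium influx was read kinetically for 3 min (ex 480/em 520 nm).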
MLL CXXC-DNA inh: MLL CXXC-DNA interaction inhibition. Q03164. MLL-CXXC / FITC-HOXA9 DNA fluorescence polarization. Potency, µM (doses to about 115 µM), without a hit: at the highest dose activity change, negative = inhibition, usual class: inhibitors. 290,000 compounds, 0.037% hits; active = well fitted inhibition curve with a large enough effect in the polarisation, with a control signal flat, not every such curve was filed as active; the % refers to the polarisation; also: potency is read from the fitted curve at half-maximal effect
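Fluorescence polarization: 7 uM MLL-CXXC (stock) preincubated 5 min with compounds, then 50 nM fluorescein-HOX-A9 DNA (stock) added; 30 min ambient. Buffer 50 mM Tris-HCl pH 7.5, 50 mM NaCl, 1 mM DTT, 0.05% BSA.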
BRCA1 expr act: activators of BRCA1 expression | MCF7-BRCA1-FFLuc reporter, luminescence, 48 h; response scale: scaled: vehicle 0%, 10 µM genistein 100% | Potency, µM (titrated, usually from 46.1 µM), for the others: top-dose activation, usual class: activators | 380,000 compounds, 1.1% hits; active = well fitted activation curve with a large enough effect; also: potency is read from the fitted curve at half-maximal effect; nearly all actives have a fitted effect of over 80% in size; some results filed as inactive show a strong effect at the top dose
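Cells: MCF7-BRCA1-FFLuc, 2000/well. Exposure: 48 h, 37 °C, 5% CO2. Read: luminescence, 15 min post-substrate. Controls: genistein 10 microM (maximal activation), DMSO (neutral).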
An asterisk follows results filed as active; · = no result given.

Each structure is followed by: TRPV1 agonist | BRCA1 expr act | MLL CXXC-DNA inh
COC(=O)C1[C@@H](OC)C(OC(=O)COc2ccc(OC)cc2)C[C@@H]2CN3CCc4c([nH]c5cc(OC)ccc45)[C@H]3C[C@H]12 (some centres not stated)
    · | · | 7.1%
COC(=O)C1C2CC3c4[nH]c5cc(OC)ccc5c4CCN3CC2CC(OC)C1OC (configuration not stated)
    · | · | 10.2%
CNC1C(OC2C(O[C@@H]3C(O)C(O)[C@@H](N=C(N)N)C(O)C3N=C(N)N)OC(C)[C@@]2(O)CO)OC(CO)C(O)C1O (some centres not stated)
    · | · | -1.5%
C/C=C1\C2C=C(C)CC1(N)c1ccc(=O)[nH]c1C2 (configuration not stated)
    · | · | 5.7%
NC(=S)NS(=O)(=O)c1ccc(N)cc1
    · | · | 1.1%
C=C1C=C(C(F)F)n2ncc(C(=O)Nc3ccc(C(C)CC)cc3)c2N1 (configuration not stated)
    1.5 | · | ·
Cc1ccc2nc(-c3ccc(N4C(=O)CC(N5CCCC(C)C5)C4=O)cc3)sc2c1 (configuration not stated)
    -0.2 | · | -5.4%
Cc1ccc(CNc2ccc3c(c2)OCO3)c(C)c1
    -0.2 | · | 29.7%
Cc1cc(C)c(C)c(S(=O)(=O)NCc2ccco2)c1C
    2.0 | · | -10.3%
Cc1cc(C)cc(OCC(=O)Nc2ccc(-c3nc4ccccc4s3)cc2)c1
    · | 0.0% | ·
COc1cc2nc(N3CCCCC3)nc(NC(C)C)c2cc1OC
    · | 5.8% | ·
CN(C)c1ccc(CNC(=O)C2(C)Cc3c(-c4ccc5c(c4)OCO5)ccnc3O2)cc1 (configuration not stated)
    · | -25.8% | ·
O=C(Nc1cc(C(F)(F)F)cc(C(F)(F)F)c1)[C@H]1O[C@@H](n2ccc(=O)[nH]c2=O)[C@H](O)[C@@H]1O
    · | -3.1% | ·
CCCCNC(=O)Cn1c(=O)cc(C)c2c(C)nn(-c3cccc(Cl)c3C)c21
    · | 0.0% | ·
COc1cccc(CNC(=O)Cn2c(=O)cc(C)c3c(C)nn(C)c32)c1OC
    · | -0.2% | ·
Cc1cccc(-n2c(=O)c3c(c4cc(C)ccc4n3C)n(CC(=O)Nc3ccc(C)c(C)c3)c2=O)c1
    · | 0.4% | ·
CCN(C(=O)c1cc2c(=O)oc3ccc(C)cc3c2s1)c1ccccc1C
    · | 4.6% | ·
CSc1cccc(Nc2cc(C(=O)NC3CCCCC3)c3ccccc3n2)c1
    · | -4.9% | ·
O=C1c2ccccc2C(=O)N1CC(O)COc1cccc2ccccc12 (configuration not stated)
    · | 9.1% | ·
Cc1cc(Br)cn2c(Cc3cccc(Cl)c3)c(-c3cccc(Cl)c3)nc12
    · | -17.2% | ·
COc1ccc(C)cc1NC(=O)CN(c1ccccc1)S(=O)(=O)N(C)C
    · | 9.1% | ·
Cc1cc(C)cc(N2C(=O)CSC23C(=O)N(CC(=O)NC2CCCCC2)c2ccccc23)c1 (configuration not stated)
    · | -11.6% | ·
O=[N+]([O-])c1ccccc1S(=O)c1ccccc1[N+](=O)[O-]
    · | -64.6% | ·
OC(c1cccnc1)c1nc(-c2ccc3c(c2)OCO3)cs1 (configuration not stated)
    · | 43.9% | ·
CC(O)(c1ccc(F)c(F)c1)c1nc(-c2ccncc2)cs1 (configuration not stated)
    · | -11.4% | ·
Cc1ccc(N2CCN(S(=O)(=O)c3ccc4[nH]c5c(c4c3)CCCCC5)CC2)c(C)c1
    · | -25.9% | ·
COc1cc(CNC(=O)c2cc(-c3cc(F)ccc3OC(C)C)n[nH]2)cc(OC)c1
    · | -56.4% | ·
CC(C)c1ccc(NC(=O)Cn2c(=O)n(CC3CCC(C(=O)NCCc4ccccc4)CC3)c(=O)c3ccccc32)cc1 (configuration not stated)
    · | 13.8% | ·
CC(C)Oc1cccc(NC(=O)C2(C)CCN2C(C)C)c1 (configuration not stated)
    · | 8.7% | ·
CC(C)C[C@H]1CNC(=O)C(=O)N1C[C@@H]1CCCN1C[C@H](Cc1ccccc1)N1C[C@H](Cc2ccccc2)N(CCc2ccccc2)C(=O)C1=O
    · | -18.2% | ·
CC1=C(C(=O)N2CCCCCC2)CC(CC(=O)NC2CCCCC2)C(=O)N1Cc1ccccc1 (configuration not stated)
    · | -2.5% | ·
COc1cc2c(NC3CCN(C)CC3)nc(N3CCCN(C)CC3)nc2cc1OCCN(C)C
    · | -6.8% | ·
OC(c1cccc(CN2CCCCC2)c1)c1ncc(-c2cccc3ccccc23)[nH]1 (configuration not stated)
    · | -11.2% | ·
O=C(/C=C/c1ccccc1)N1CCN(Cc2cc(=O)n3nc(-c4ccccc4Cl)sc3n2)CC1
    · | 2.9% | ·
OC(c1cccc(Cl)c1)c1nc(/C=C/c2ccc(C(F)(F)F)cc2)cs1 (configuration not stated)
    · | -39.9% | ·
CN(C)c1ccc(/C=C2\C=Cc3cc(N)ccc32)cc1
    · | 21.6% | ·
CCSc1nnc(NC(=O)C2CCN(C(=O)c3ccco3)CC2)s1
    · | -2.4% | ·
Cc1sc2ncn(CC(=O)N3CCN(c4ccccc4F)CC3)c(=O)c2c1S(=O)(=O)N1CCN(c2ncccn2)CC1
    · | 9.2% | ·
O=C(NCCc1cccs1)Nc1ccc2nc([C@@H]3O[C@H](CO)[C@@H](O)[C@H]3O)[nH]c2c1
    · | 0.5% | ·
Cc1ccc2c(c1)c(N1CCCC1=O)c(C(=O)Nc1ccc(F)cc1F)n2C
    · | 0.0% | ·
CC(=O)c1ccc(NC(=O)COc2ccccc2-c2nc(-c3cccc(C)c3)no2)cc1
    · | 28.3% | ·
Cc1ccc(NC(=O)C2CCCN(S(=O)(=O)c3c(C)n[nH]c3C)C2)cc1Cl (configuration not stated)
    · | -20.4% | ·
O=C1CC2c3ccccc3CCN2C(=O)CN1Cc1ccccc1 (configuration not stated)
    · | 12.8% | ·
O=C(Nc1ccccc1F)c1oc2ccccc2c1NC(=O)c1c(F)cccc1F
    · | -0.9% | ·
COc1ccc(OC)c(CNC(=O)Cc2ccc(NC(=O)N3CCCCc4ccccc43)cc2)c1
    · | 0.0% | ·
CC1(C(=O)NS(=O)(=O)c2ccc(Cl)cc2)CCN1C(=O)C1(c2ccc(Cl)cc2)CC1 (configuration not stated)
    · | 0.4% | ·
CCCCn1nnnc1C(c1ccccc1)N1CCN(c2ccc(F)cc2)CC1 (configuration not stated)
    · | 4.2% | ·
OC(Cc1ccccc1Br)c1ncc(-c2ccc(Cl)cc2)[nH]1 (configuration not stated)
    · | -26.7% | ·
CC1=C(C(=O)Nc2ccc(C)cc2C)C(c2cccs2)n2nc(SCc3ccc(Cl)cc3)nc2N1 (configuration not stated)
    · | 4.9% | ·
Cn1ccc2c(N3CCCCC3)cc3c(c21)C1CCC3C1 (configuration not stated)
    · | 2.9% | ·
CC(C)(C)NC(=O)C1CCN(c2nc3ccccc3nc2C(F)(F)F)CC1
    · | 0.0% | ·
COc1cccc(CCN2C(=O)CCC3=C2CCC3=O)c1
    · | -9.3% | ·
Nc1cc(=O)[nH]c(=S)[nH]1
    · | 12.2% | ·
CC1Cc2[nH][nH]c(=O)c2C(C2CCCC2)O1 (configuration not stated)
    · | 0.1% | ·
CCOC(=O)COc1ccc(C)cc1C(=O)c1ccn2nc(-c3ccc(F)cc3)cc2n1
    · | 13.2% | ·
CCc1sc(-c2cc3ccc(O)cc3oc2=O)nc1-c1ccc(C)cc1
    · | 10.3% | ·
NC(c1csc(Nc2ncccn2)n1)c1ccccc1Cl (configuration not stated)
    · | -9.6% | ·
CC(O)(c1cccnc1)c1nc(-c2cccc3cccnc23)cs1 (configuration not stated)
    · | -17.6% | ·
CC(NC(=O)C1CCN(Cc2ccc(Oc3ccccc3)cc2)CC1)c1cccc2ccccc12 (configuration not stated)
    · | -39.0% | ·
COc1cccc(CNC(=O)CCc2c(C)nc3c(c2C)c(=O)n(C)c(=O)n3C)c1
    · | -3.2% | ·

Part of the list above, field by field.
canonical_smiles: CC1(C(=O)NS(=O)(=O)c2ccc(Cl)cc2)CCN1C(=O)C1(c2ccc(Cl)cc2)CC1 (configuration not stated)
  TRPV1 agonist: · | BRCA1 expr act: 0.4% | MLL CXXC-DNA inh: ·
canonical_smiles: CCCCn1nnnc1C(c1ccccc1)N1CCN(c2ccc(F)cc2)CC1 (configuration not stated)
  TRPV1 agonist: · | BRCA1 expr act: 4.2% | MLL CXXC-DNA inh: ·
canonical_smiles: OC(Cc1ccccc1Br)c1ncc(-c2ccc(Cl)cc2)[nH]1 (configuration not stated)
  TRPV1 agonist: · | BRCA1 expr act: -26.7% | MLL CXXC-DNA inh: ·
canonical_smiles: CC1=C(C(=O)Nc2ccc(C)cc2C)C(c2cccs2)n2nc(SCc3ccc(Cl)cc3)nc2N1 (configuration not stated)
  TRPV1 agonist: · | BRCA1 expr act: 4.9% | MLL CXXC-DNA inh: ·

(list continues)
Each structure is followed by: TRPV1 agonist | BRCA1 expr act | MLL CXXC-DNA inh
COc1ccc(NC(=O)C2(C)Cc3c(-c4ccc(C(N)=O)cc4)ccnc3O2)cc1 (configuration not stated)
    · | 4.4% | ·
COCCNc1ncnc2c1ncn2[C@H]1CN(CCN2CCOCC2)C[C@@H](CO)O1
    · | 6.9% | ·
O=C(Cn1c(=O)n(-c2ccccc2)c(=O)c2ccc(C(=O)NCc3ccc4c(c3)OCO4)cc21)Nc1ccc(Br)cc1
    · | 14.9% | ·
COc1ccc(NC(=O)CSc2nnc(-c3ccc(C)cc3)o2)cc1
    · | 20.2% | ·
CCN(CC)c1ncnc2c1ncn2[C@H]1CN(Cc2ccco2)C[C@@H](CO)O1
    · | -3.3% | ·
COc1ccc(CC(=O)Nc2nc3c(s2)CC(C(C)(C)C)CC3)cc1 (configuration not stated)
    · | 52.4% | ·
Cc1ccc(C2NC(c3ccc4c(c3)OCO4)=CC(c3cc(Br)ccc3O)N2)cc1 (configuration not stated)
    · | -20.7% | ·
CCc1nc2c(OCC(=O)c3ccc(Cl)cc3Cl)cccn2c1N(C)C(=O)c1cccs1
    · | -60.0% | ·
O=C(Nc1ccc([N+](=O)[O-])cc1Cl)c1cc(Br)ccc1O
    · | 12.3% | ·
CC(C)N1CCC(C)(C(=O)Nc2cccc3c2CCCC3)C1 (configuration not stated)
    · | 3.3% | ·
CCOC(=O)[C@]12CCC=C1N(Cc1ccc3c(c1)OCO3)C(=O)[C@H](CC(=O)NCCCOC)C2
    · | 14.3% | ·
C(=C\c1ccnc2ccccc12)/c1ccc(N(Cc2ccccc2)Cc2ccccc2)cc1
    · | 1.6% | ·
CCOC(=O)C1=CCN(S(=O)(=O)c2cccc(Cl)c2)C1c1cccc(F)c1 (configuration not stated)
    · | -6.7% | ·
CC1(C(=O)Nc2cccc3c2CCCC3)CCN1C(=O)CCc1ccc(Cl)cc1Cl (configuration not stated)
    · | -14.5% | ·
COc1ccc(N2CC(NC(=O)COc3ccccc3F)CC2=O)cc1OC (configuration not stated)
    · | -5.0% | ·
COc1ccc(OC)c(NC(=O)Cn2cc(C(=O)c3ccc(Cl)cc3)c(=O)c3cc(OC)ccc32)c1
    · | 14.3% | ·
COc1ccccc1-c1noc(-c2ccc(N3CCOCC3)c([N+](=O)[O-])c2)n1
    · | -1.1% | ·
CCCNC(=O)C1(C)CCCN(Cc2ccc(-c3ccccc3)cc2)C1 (configuration not stated)
    · | -0.3% | ·
COc1ccc(CC(N)c2csc(NC(=O)c3cccs3)n2)cc1 (configuration not stated)
    · | -18.5% | ·
C=C1C=C(C)n2ncc(C(=O)Nc3cccc4cnccc34)c2N1
    · | -7.2% | ·

2 consecutive entries out of the list so far, quoted:
Each structure is followed by: TRPV1 agonist | BRCA1 expr act | MLL CXXC-DNA inh
COc1ccc(NC(=O)C2(C)Cc3c(-c4ccc(C(N)=O)cc4)ccnc3O2)cc1 (configuration not stated)
    · | 4.4% | ·
COCCNc1ncnc2c1ncn2[C@H]1CN(CCN2CCOCC2)C[C@@H](CO)O1
    · | 6.9% | ·

Screens as filed in PubChem.

The list is partial; the hit share may differ from the screen's.
